S3 lipid droplet = qHTS Assay for Lipid Storage Modulators in Drosophila S3 Cells. Potency in µM for hits, for the others lipid storage change, negative = inhibition, % at the top dose, mostly 46.1 µM. AID 2685. 320,000 compounds, 0.64% hits. Drosophila S3 cells, BODIPY lipid droplet fluorescence, 18-24 h; cells fed with added oleic acid; active means well fitted inhibition curve with a large enough effect in the signal ratio, with a control signal flat, not every such curve was filed as active; inconclusive means small, poorly fitted or top-dose-only effect, or effect the other way, or a change in a side signal; the % refers to the signal ratio
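Laser-scanning cytometry quantifies lipid droplet accumulation (500–530 nm total intensity; droplet/cell object ratio) in oleic acid-fed (400 uM added) Drosophila S3 cells treated with a concentration series. 20 uM Triacsin C defined 100% inhibition.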
S3 lipid droplet cell count max = second read-out of S3 lipid droplet, no call of its own (marks repeat the call); cell number change, %; measured here: cell count max response;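 cells counted by Cell Tracker Red CMTPX staining in the red channel; peak over a dose series mostly up to 46.1 µM; percent activity relative to internal control wells on each plate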
* = called active by the depositor; i = inactive; ? = inconclusive; nt = no result given. On the % scale 0 is the no-effect control and ±100 the full control effect; potency means the concentration at half of the fitted maximal effect. The list is partial (hit frequency here may not be typical).

Start of the listing, in advance:
Below each SMILES – S3 lipid droplet	S3 lipid droplet cell count max
> O=C(c1ccc2c3c(cccc13)CC2)C1CCCN(Cc2ccncc2)C1 (centres undefined)
    ?	nt
> CCC(Oc1ccc(C)c(C)c1)C(=O)O (centres undefined)
    ?	nt
> O=C(CN1CCCCC1)Nc1scc2c1c(=O)oc1ccccc12
    ?	nt

The list itself, repeating the preview:
Below each SMILES – S3 lipid droplet	S3 lipid droplet cell count max
> O=C(c1ccc2c3c(cccc13)CC2)C1CCCN(Cc2ccncc2)C1 (centres undefined)
    ?	nt
> CCC(Oc1ccc(C)c(C)c1)C(=O)O (centres undefined)
    ?	nt
> O=C(CN1CCCCC1)Nc1scc2c1c(=O)oc1ccccc12
    ?	nt
> CCC(CC)C(=O)N1CC(=O)Nc2ccc(F)cc2C1c1ccccc1 (centres undefined)
    -5.9%	7.9
> Cc1sc2nc(-c3cccnc3)[nH]c(=O)c2c1-c1ccccc1
    ?	nt
> O=C(Cc1ccc(Br)cc1)NC1CCCCC1
    ?	nt
> C=CCn1c(N)c(C(=O)OCC)sc1=S
    -8.8%	-8.6
> O=C1CCCC1C(=O)Nc1ccc2ccccc2c1 (centres undefined)
    12.3%	-1.9
> Cc1ccc(Oc2ncccc2/C=N/OCc2ccc(Cl)c(Cl)c2)cc1
    ?	nt
> CCN(CC)CCNC(=O)Cc1c(C(=O)O)n(CC)c2ccccc12
    ?	nt
> O=C(CNC(=O)c1ccc(N2C(=O)c3ccccc3C2=O)cc1)OCC(=O)c1ccc(Cl)cc1
    ?	nt
> CCc1cccc(NC(=O)CCCn2nc(C)c3c(C)n(-c4ccccc4)nc3c2=O)c1
    5.7%	nt
> Cc1cccc2c1N(CCOc1ccc(C(C)(C)C)cc1)C(=O)C2=O
    ?	nt
> Clc1ccccc1CN(Cc1ccco1)Cc1nnnn1C1CCCC1
    ?	nt
> O=c1[nH]c2cc3c(cc2cc1CN(Cc1cccs1)Cc1nnnn1Cc1ccco1)OCCO3
    ?	nt
> CC1=C(C(=O)Nc2ccc(C)cc2)C(c2ccc(C)o2)C2=C(CC(C)(C)CC2=O)N1 (centres undefined)
    ?	nt
> Cc1ccc(C(=O)N(c2ccccc2)C2CC(C)N(C(=O)c3ccco3)c3ccccc32)cc1 (centres undefined)
    ?	nt
> O=S(=O)(/C=C/c1ccccc1)c1ccccc1
    i	-0.3
> COc1ccc(CN(Cc2ccc(C(=O)O)cc2)C(=S)Nc2cccc(C)c2)cc1OC
    ?	nt
> CCOc1ccc(NC2=CC(=O)CC(c3ccco3)C2)cc1 (centres undefined)
    ?	nt
> O=C(O)CCc1nn2c3ccccc3nc2n(-c2ccccc2)c1=O
    ?	nt
> O=C(O)c1ccccc1OCCOc1ccccc1
    -9.9%	-18.4
> CCC(C)[C@H](NC(=O)[C@@H]1Cc2ccccc2CN1C(=O)OC(C)(C)C)C(=O)NCC1CCC(C(=O)O)CC1 (some centres undefined)
    -15.9%	6.6
> CC(=O)Nc1ccc(N2C(=O)CSC2c2ccc([N+](=O)[O-])cc2)cc1 (centres undefined)
    9.7%	10.6
> COC(=O)c1cn(Cc2cc(OC)ccc2OC)cc(F)c1=O
    -2.7%	21.1
> O=C(OCC(=O)N1CCc2ccccc2C1)c1ccc(N2CCOCC2)c([N+](=O)[O-])c1
    ?	nt
> Cc1onc(-c2c(Cl)cccc2Cl)c1C(=O)N=C(N)N1CCCC1
    -5.5%	2.6
> CC1CCC(NC(=O)CSc2nnc(-c3cccnc3)o2)CC1 (centres undefined)
    ?	nt
> COc1ccc(NC(=O)Nc2ccccc2SC)cc1
    ?	nt
> COc1ccc(CN2CCN(Cc3ccc(OC)c(OC)c3OC)CC2)cc1
    -3.9%	3.4
> Cc1ccccc1NC(=O)CCSc1nnnn1-c1ccccc1
    -3.9%	-0.2
> CCOC(=O)c1cnc(-n2nc(C)cc2C)nc1Nc1ccccc1OC
    ?	nt
> COc1cc(/C=C2/C(=O)NN(c3ccc(F)cc3)C2=O)cc([N+](=O)[O-])c1O
    0.4%	14.1
> Cc1nn(C)cc1CNC(=O)Nc1ccc(Cl)c(Cl)c1
    ?	nt
> COc1ccc(C(=O)c2c(C(F)(F)F)oc3c2C(=O)c2ccccc2C3=O)cc1OC
    ?	nt
> COc1ccc(COCC(O)CN2CCCCC2)cc1OC (centres undefined)
    ?	nt
> Cc1ccc2nc3c(c(Nc4ccccc4)c2c1)CCC3
    3.8%	nt
> CN1C(=O)C(C)(C)c2cc(S(=O)(=O)N3CCCC3C(=O)NCc3ccc(F)cc3)ccc21 (centres undefined)
    3.8%	5.1
> CCOC(=O)c1ccc(N/C(=N/S(=O)(=O)c2ccccc2)c2ccccc2)cc1
    ?	nt
> O=C(CCC(=O)N1CCCc2ccccc21)N1CCN(S(=O)(=O)c2ccccc2)CC1
    ?	nt
> COC(=O)c1cc(C(=O)N2CCN(c3cccc(C)c3C)CC2)cc([N+](=O)[O-])c1
    ?	nt
> CN(C)CCCN(C(=O)CCOc1ccccc1)c1nc2ccc(F)cc2s1
    ?	nt
> C=CCN(C(=O)c1csnn1)C(C(=O)NC1CCCC1)c1ccc(Cl)cc1 (centres undefined)
    i	-41.0
> N#Cc1ccc2c(c1)nc1ccccn12
    -3.3%	11.1
> Cc1ccc(-c2nc3ccccc3o2)cc1NC(=O)c1ccc2c(c1)OCO2
    ?	nt
> Cc1c(C(=O)OCCOC(C)C)[nH]c2c1C(=O)CC(C)(C)C2
    ?	nt
> CC(=O)Oc1ccccc1N(C(C)=O)S(=O)(=O)c1cccc([N+](=O)[O-])c1
    -27.9%	-17.2
> COc1ccccc1NC(=O)CN1CCN(c2ccc(Cl)cc2)CC1
    21.1%	29.0
> O=C(NCc1cccc(CNC(=O)C(=O)NCC2CCCO2)c1)C(=O)NCC1CCCO1 (centres undefined)
    -1.0%	6.9
> CCN(CC)S(=O)(=O)c1cccc(-c2csc(C)n2)c1
    6.1%	9.9
> O=C(O)c1ccc(N2C(=O)c3ccc(C(=O)c4cccc([N+](=O)[O-])c4)cc3C2=O)cc1
    ?	nt
> Cc1ccc(C2=NN(C(=O)CN3CCN(C4CCS(=O)(=O)C4)CC3)C(c3ccco3)C2)cc1 (centres undefined)
    ?	nt
> COc1ccc(Cc2nnnn2CC(=O)O)cc1
    -16.4%	0.2
> COc1ccc(-c2n[nH]c(=S)n2-c2ccccc2C)cc1
    6.9%	13.7
> O=C(CCc1ccccc1)NCc1ccncc1
    ?	nt
> Cc1ccc(C(=O)CCC(=O)N2CCN(c3ccc(F)cc3)CC2)cc1
    9.0%	-15.0
> O=C(Cn1c(=O)oc2ccc(Cl)cc21)Nc1ccon1
    ?	nt
> CCOC(=O)[C@H]1[C@H]2COc3ccc(OC)cc3[C@@H]2N2C(=O)c3ccccc3NC(=O)[C@@]12C
    ?	nt
> COCCN(CC(=O)Nc1cccc(C)c1C)C(=O)Cn1cnc2ccccc2c1=O
    ?	nt
> COc1ccccc1-c1csc(NC(=O)c2ccc(N3C(=O)CCC3=O)cc2)n1
    ?	nt

(next part)
Below each SMILES – S3 lipid droplet	S3 lipid droplet cell count max
> CC1NC(=O)N(C)[C@@H]2NC(=O)N(C)C(c3ccc([N+](=O)[O-])cc3)[C@@H]12 (some centres undefined)
    -7.2%	1.9
> O=C1NC(c2ccco2)Nc2ccccc21 (centres undefined)
    ?	nt
> Cc1cccc(CN2C(=O)NC(c3ccccc3)(c3ccccc3)C2=O)c1
    i	-11.1
> Cc1nnc(SCC(=O)NCc2ccco2)n1Cc1ccccc1
    ?	nt
> COc1ccc(CNC(=O)CN(C)S(=O)(=O)c2ccc3c(c2)n(C)c(=O)c(=O)n3C)cc1
    i	-7.1
> C/C=C/c1ccc(OCCOCCOc2cccc3cccnc23)c(OC)c1
    ?	nt
> COc1ccc2oc(C(=O)OCC(=O)NCCc3ccc(S(N)(=O)=O)cc3)c(C)c2c1
    ?	nt
> S=C(NCCc1ccccc1)N1CCc2ccccc2C1
    ?	nt
> CCN(CC)CCN1C(=O)C(O)=C(C(C)=O)C1c1ccccc1 (centres undefined)
    ?	nt
> CC(C)(C)NC(=O)c1cccnc1Sc1ccccc1
    ?	nt
> CCOc1ccc(CNS(=O)(=O)c2c(C)nc3scc(C)n3c2=O)cc1OC
    i	-7.9
> COc1cc2ccccc2cc1C(=O)Nc1ccccc1N1CCCC1
    -1.9%	13.2
> COc1ccc2c(C(=O)CCl)c[nH]c2c1
    ?	nt
> Cc1[nH]nc2c1C(C(C)C)C(C#N)=C(N)O2 (centres undefined)
    ?	nt
> CS(=O)(=O)c1ccc(Cl)c(C(=O)NC2CCSc3ccccc32)c1 (centres undefined)
    i	nt
> O=C(Nc1ccccc1)N1N=C(c2ccc(F)cc2)CC1c1ccc(F)cc1 (centres undefined)
    ?	nt
> COCCn1c(C)cc(C(=O)CSc2nnnn2C2CCCC2)c1C
    ?	nt
> CCNS(=O)(=O)c1ccc(C)c(-n2cnnn2)c1C
    -10.8%	-11.7
> CC(=O)Nc1ccc(/C=C2/Sc3ccccc3C2=O)cc1
    11.3%	nt
> CCCCNCc1ccc(OCc2ccc(Cl)nc2)c(OC)c1
    ?	nt
> COc1ccc(-c2cc(C(F)(F)F)nc(NCc3cccnc3)n2)cc1
    -5.3%	11.7
> COc1ccccc1N1CCN(/N=C/C=C\c2ccccc2[N+](=O)[O-])CC1
    ?	nt
> CC(N=C1NC(C)(C)Cc2ccccc21)C(=O)O (centres undefined)
    -4.4%	2.7
> COc1cc(NC(=O)CSc2ccc(-c3ccccn3)nn2)cc(OC)c1
    ?	nt
> COc1ccc(CNc2nc3ccccc3n2C(C)C)cc1
    -6.0%	nt
> COc1ccc(-c2nnc(SCC(=O)NC3CCCc4ccccc43)n2N)cc1 (centres undefined)
    9.1%	16.7
> CCN1CC(=O)Nc2cc(S(=O)(=O)N3CCOCC3)ccc21
    2.5%	11.6
> N#Cc1c(N)nc(SCC(=O)NCc2ccc3c(c2)OCO3)c(C#N)c1-c1cccs1
    12.9%	-9.6
> O=[N+]([O-])c1ccc(/C=C/c2ccc3ccccc3n2)cc1
    ?	nt
> O=C(NCCc1ccccc1)C1CCC(Cn2c(=O)c3ccccc3n(Cc3cccc(F)c3)c2=O)CC1 (centres undefined)
    18.3%	-2.7
> CCCCn1c(N)c(N(Cc2ccccc2OC)C(=O)COc2ccccc2OC)c(=O)[nH]c1=O
    17.9%	6.9
> CCC1CCCCN1C/C=C/c1ccccc1[N+](=O)[O-] (centres undefined)
    ?	nt
> O=C(NCc1nc2ccccc2[nH]1)c1ccc(S(=O)(=O)N2CCCC2)cc1
    -3.6%	-3.5
> COc1cccc(N(C(=O)c2ccn[nH]2)C2(C(=O)Nc3c(C)cccc3C)CCCCC2)c1
    -6.0%	-20.3
> CCOC(=O)c1c(NC(C)=O)sc2c(OCC(O)CNC(C)(C)C)c(Br)ccc12 (centres undefined)
    -3.5%	1.7
> CSc1ccccc1NC(=O)CSCc1nc2sc(C)c(C)c2c(=O)[nH]1
    ?	nt
> O=C(/C=C1\SC(=O)N(CC(=O)Nc2ccc(F)cc2)C1=O)Nc1ccc(Cl)cc1
    ?	nt
> Cc1ccc(-n2nc3c(c2NC(=O)C(C)(C)C)CSC3)c(C)c1
    -21.3%	-14.0
> O=C(CCCOc1ccc(Cl)cc1Cl)N1CCN(c2ccccn2)CC1
    ?	nt
> CC(C)(C)c1nnc(N/N=C/c2cc(Br)ccc2O)n(N)c1=O
    ?	nt
> O=C(N/N=C/c1c[nH]c2ccccc12)c1cc(-c2cccc3ccccc23)n[nH]1
    -9.1%	-23.4
> N#Cc1c(N)n(CCc2ccc(F)cc2)c2nc3ccccc3nc12
    ?	nt
> COc1cc(CNC(=O)c2nc(Cn3nc(C)c(Br)c3C)no2)cc(OC)c1
    -2.2%	3.2
> COCc1c(C(=O)Nc2ccc(Cl)cc2F)oc2ccccc12
    ?	nt
> CSCCC(NC(=O)c1cccc([N+](=O)[O-])c1)c1nc2ccccc2[nH]1 (centres undefined)
    1.3%	-0.1
> Cn1c(C(=O)N2CCCC(C(=O)c3ccc(C(F)(F)F)cc3)C2)cc(=O)n(C)c1=O (centres undefined)
    -1.2%	9.6
> COc1ccccc1NS(=O)(=O)c1ccc(O)c(C(N)=O)c1
    i	nt
> COc1ccc(CC(=O)NNS(=O)(=O)c2ccc(F)cc2)cc1
    ?	nt
> C[C@H](NC(=O)C1CCN(S(=O)(=O)c2ccccc2)CC1)C(=O)NCc1cccc(C(F)(F)F)c1
    i	nt
> CC1CCc2nc(/C(C#N)=C/c3ccncc3)sc2C1 (centres undefined)
    ?	nt
> O=C(CN1CCN(c2ccccc2)CC1)Nc1cccc([N+](=O)[O-])c1
    -3.9%	27.2
> COc1ccccc1NS(=O)(=O)c1cc(NC(=O)CCc2nc3ccccc3c(=O)[nH]2)ccc1C
    ?	nt
> CSc1ccc(CN2CCc3c([nH]c4ccccc34)C2)cc1
    ?	nt
> CCc1nnc(NC(=O)CCc2c[nH]c3ccccc23)s1
    ?	nt
> Cc1ccc(S(=O)(=O)N2CCC(C(=O)NC3CC(C)(C)NC(C)(C)C3)CC2)cc1C
    ?	nt
> COc1ccc(CCNC(=O)CCC(=O)Nc2ccc3nc(N4CCN(C)CC4)cc(C)c3c2)cc1OC
    0.7%	6.5

Compound activity from PubChem.
